# High-throughput results from PubChem BioAssay.
# KDM5B inh = Primary screen for KDM5B Histone Demethylases FDH-coupled qHTS | Lysine-specific demethylase 5B (Homo sapiens), Q9UGL1 | KDM5B demethylase, FDH-coupled NADH fluorescence (FDH is formaldehyde dehydrogenase) | Potency, µM (titrated, usually from 57.7 µM), inactives show top-dose activity change, negative = inhibition, most hits filed as inhibitors | 220,000 tested, 2.6% active | AID 1347165, 2019; active = well fitted inhibition curve with a large enough effect; inconclusive = small, poorly fitted or top-dose-only effect; inactive = no such curve, though single readings can be large or run the other way; note: 0% is about no effect; nearly all actives have a fitted effect of over 70% in size
# Target sequence (Q9UGL1 whole entry, looked up): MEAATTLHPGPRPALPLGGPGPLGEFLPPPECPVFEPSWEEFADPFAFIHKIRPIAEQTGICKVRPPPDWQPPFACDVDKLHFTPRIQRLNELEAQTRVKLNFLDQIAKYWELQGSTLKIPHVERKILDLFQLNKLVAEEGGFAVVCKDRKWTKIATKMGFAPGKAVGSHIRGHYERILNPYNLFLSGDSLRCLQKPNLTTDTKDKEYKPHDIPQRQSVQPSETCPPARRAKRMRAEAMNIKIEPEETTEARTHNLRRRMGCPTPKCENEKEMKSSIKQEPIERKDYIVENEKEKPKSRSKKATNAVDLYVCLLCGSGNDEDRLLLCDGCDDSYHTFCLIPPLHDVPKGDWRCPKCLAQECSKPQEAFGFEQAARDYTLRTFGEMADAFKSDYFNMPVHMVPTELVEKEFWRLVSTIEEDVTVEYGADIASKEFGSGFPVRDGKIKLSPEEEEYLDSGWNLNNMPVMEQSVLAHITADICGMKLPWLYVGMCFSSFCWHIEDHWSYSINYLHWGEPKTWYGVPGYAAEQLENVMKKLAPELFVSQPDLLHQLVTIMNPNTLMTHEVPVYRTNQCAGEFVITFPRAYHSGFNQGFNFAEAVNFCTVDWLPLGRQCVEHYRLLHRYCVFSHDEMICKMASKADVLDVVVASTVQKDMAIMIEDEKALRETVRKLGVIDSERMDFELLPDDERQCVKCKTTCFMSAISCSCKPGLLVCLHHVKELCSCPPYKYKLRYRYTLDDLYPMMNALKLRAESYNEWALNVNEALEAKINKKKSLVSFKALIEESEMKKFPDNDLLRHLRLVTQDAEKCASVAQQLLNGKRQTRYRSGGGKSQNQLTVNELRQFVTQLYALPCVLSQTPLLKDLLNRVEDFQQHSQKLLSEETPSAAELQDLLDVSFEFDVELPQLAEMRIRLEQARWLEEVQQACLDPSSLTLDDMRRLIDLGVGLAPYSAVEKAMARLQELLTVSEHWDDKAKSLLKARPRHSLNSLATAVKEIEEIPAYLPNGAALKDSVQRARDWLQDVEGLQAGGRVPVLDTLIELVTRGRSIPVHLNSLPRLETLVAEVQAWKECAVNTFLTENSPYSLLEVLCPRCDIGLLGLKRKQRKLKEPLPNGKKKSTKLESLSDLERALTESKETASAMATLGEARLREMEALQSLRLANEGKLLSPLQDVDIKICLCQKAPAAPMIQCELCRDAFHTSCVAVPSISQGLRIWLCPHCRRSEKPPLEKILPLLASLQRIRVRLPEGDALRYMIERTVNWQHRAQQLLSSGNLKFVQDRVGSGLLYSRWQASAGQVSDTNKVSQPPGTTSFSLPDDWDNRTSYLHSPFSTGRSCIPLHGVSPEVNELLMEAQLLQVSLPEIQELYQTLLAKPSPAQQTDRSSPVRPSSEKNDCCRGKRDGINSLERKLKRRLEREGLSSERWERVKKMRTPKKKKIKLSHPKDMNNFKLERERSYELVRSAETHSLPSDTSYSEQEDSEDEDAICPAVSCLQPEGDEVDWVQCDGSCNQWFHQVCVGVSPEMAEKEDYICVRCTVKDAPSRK
#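 Measured: NADH fluorescence change, 30 min, RT. System: KDM5BΔAP 200 nM final, H3K4me3 peptide, α-KG, Fe(II), ascorbate, NAD⁺ plus FDH, pH 7.5 HEPES. Compounds: titrated, 10 min pre-incubation with enzyme.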
# * hit, by the source's call; i = inactive; u = inconclusive; [ ] = dose if it differs, or a comment. Potency is the fitted concentration of half-maximal effect. Only part of the results is shown; count on the stated rates, not on these rows.
KDM5B inh,Compound
-10%,CN(C)C(C(=O)NCc1noc(Cc2ccccc2)n1)c1ccc(F)cc1 (stereo not drawn)
-14%,COCCNC(=O)[C@H]1C[C@H](Oc2ccccc2)CN1Cc1cccn1C
28µM*,Cc1ccc(F)cc1-n1nc(-c2c(C)nc3scc(CC(=O)NCC(C)C)n3c2=O)cc1C
2%,CN(c1ccccc1)c1nc(N)c([N+](=O)[O-])c(NCCO)n1
-1%,CNC(=O)[C@@H]1CN(C(=O)CCn2nc(C)cc2C)C[C@H]1c1n[nH]c(C)n1
i,Cc1cn2nc(C(=O)Nc3ccc(F)cc3F)cc2c(N(C)Cc2ccccc2)n1
-8%,COc1ccc(CNC(=O)Cn2nnc(-c3ccccc3F)n2)cc1
u,COc1ccccc1C(=O)Nc1nc2nc(C)cc(=O)n2[nH]1
u,CN(C)c1oc(-c2ccc(COc3ccccc3)o2)nc1C#N
-10%,Cc1cc(NS(=O)(=O)c2ccc(NC(=O)COc3ccccc3Br)cc2)no1
12%,COc1ccc(NC(=O)Nc2ccc(F)cc2F)c(OC)c1
23%,CN(CC1CCOCC1)S(=O)(=O)c1ccc(F)cc1F
-39%,COCCNc1oc(-c2ccc(Cl)cc2)nc1C#N
-14%,COc1cccc(N2CCN(C(=O)c3cccn3-c3nnc(N4CCCC4)s3)CC2)c1
u,O=C1NC(=O)c2cc3ccccc3cc21
28µM*,CCn1c(CO)nnc1C1CC(NC(=O)c2[nH]c3ccc(OC)cc3c2C)C1 (stereo not drawn)
-16%,CSC1=N/C(=C\c2cccc(Cl)c2)C(=O)S1
9%,O=C(c1ccco1)N1CCC(C(=O)N2CCCCC2)CC1
-13%,CCOC(=O)C1CCN(C(=O)C2CCN(C3=NS(=O)(=O)C(c4ccc(C)c(C)c4)=C3C)CC2)CC1
u,Cc1cn2nc(C(=O)N3CCC(NC(=O)c4sccc4C)CC3)cc2c(=O)[nH]1
3%,CC(C)(C)c1coc2cc3oc(=O)c4ccccc4c3cc12
-8%,O=C(O)c1ccc2c(=O)n3c(nc2c1)/C(=C/c1ccc(Cl)c([N+](=O)[O-])c1)CC3
18%,Cc1cc(C(=O)Cn2cnc3c2c(=O)n(C)c(=O)n3C)c(C)n1Cc1ccccc1
8%,CC(C)n1c(N2CCCCC2)nc2c1c(=O)n(C)c(=O)n2C
-2%,Cc1cccc(NS(=O)(=O)c2ccc3c(c2)CCCN3C(=O)C2CCC2)c1C
-12%,CCOc1ccc(-c2nnc(SCC(=O)Nc3ccccc3C(F)(F)F)o2)cc1
-14%,Cc1nnc(N2C(=O)c3oc4ccccc4c(=O)c3C2c2ccc(Cl)cc2)s1 (stereo not drawn)
-3%,Cc1ccc(-n2nnc(-c3nsc(NC(=O)c4ccccc4C)n3)c2C)cc1Cl
22%,Cc1ccc(-c2cc(=O)c3cc(Cl)ccc3o2)cc1
u,COc1ccc(-c2cc(-c3ccncc3)c3cncn3c2)cc1
u,CCOc1ncccc1C(=O)N1CCN(Cc2ccccc2)CC(O)C1 (stereo not drawn)
u,Cc1ccc(-c2cc3c(=O)n(CCNC(=O)c4cccc(C#N)c4)ccn3n2)c(C)c1
-6%,CCOC(=O)N1CCN(S(=O)(=O)c2ccc(C(=O)N(CCN(CC)CC)c3nc4ccc(C)cc4s3)cc2)CC1
-12%[149 µM],COc1ccc(CN2CCC3CC(=O)NCCC3C2)cc1 (stereo not drawn)
-25%,O=C(Nc1ccc(OC(F)F)cc1)c1cc(=O)[nH]c2ccccc12
9%,CC(C)c1ccc(NC(=O)COC(=O)CCC2CCCC2)cc1
17%,c1cc(-c2noc(CSc3nnnn3C3CCCC3)n2)cs1
13%,CC(NCCC(N)=O)c1cccc(Cl)c1 (stereo not drawn)
u,COc1ccccc1CNS(=O)(=O)c1ccc2c(c1)NC(=O)C(C)C(=O)N2 (stereo not drawn)
u,Cc1cn2nc(C(=O)N3CCC(NC(=O)c4ccco4)CC3)cc2c(=O)[nH]1
19%,CCCn1cc(S(=O)(=O)N2C[C@H](C3CC3)[C@@H](N)C2)cn1
11%,COc1ccc(NC(=O)N2C[C@@H]3C[C@H](C2)c2c(NC(=O)c4ccccc4)ccc(=O)n2C3)cc1
u,CC(=O)N1CCN(Cc2ccc(-c3cnc4c(OCc5ccccc5)nccn34)cc2)CC1
-13%,O=C1CC(c2ccccc2)N(S(=O)(=O)c2ccc3c(c2)OCCO3)CCCCCN1 (stereo not drawn)
0%,O=C(Nc1nc2ccc(Cl)cc2s1)C1CC1
-11%,CNC(=O)c1ccc(N2CC3CC(C2)[C@H]2CCCC(=O)N2C3)nc1 (stereo partly drawn)
1%,O=C(Nc1ccc(Cl)c(-c2nc3cc(Cl)ccc3o2)c1)c1cc2ccccc2o1
13%,O=C(Cc1n[nH]c(=O)c2ccccc12)NCC1(N2CCCCC2)CCCCC1
13%,Cc1ccc(NS(=O)(=O)c2cc(C(=O)NCc3cccnc3)ccc2C)cc1
8%,COc1ccc2nc(NC(=O)c3nc(SCc4ccccc4F)ncc3Cl)sc2c1
5%[86.2 µM],CC(=O)N1CC2(Cc3ccccc31)CN(C(=O)C(C)(C)C)C2
0%[86.2 µM],CC(C)CN1C(=O)CO[C@H](c2ccc(NS(=O)(=O)CC(C)C)cc2)[C@H]1CO
5%,CC(C)N1CCN(Cc2nnc3cc(-c4nc(-c5ccccc5)no4)ccn23)CC1
u,N#Cc1cccc(CN2CCOCCNC(=O)CC2)c1
7%,CCOC(=O)CN1CCCC1c1ccsc1 (stereo not drawn)
u,Clc1ccccc1C1(c2ccnc(NCCc3cccnc3)n2)CCNCC1
u,Cc1ncoc1C(=O)N1CCCN(Cc2ccncc2)C(c2ccccc2)CC(=O)NCC1 (stereo not drawn)
u,O=C(c1cccc(F)c1)N1CCN(C(=O)c2cc3nc(-c4ccco4)cc(C(F)(F)F)n3n2)CC1
-2%,Cc1ccccc1CNC(=O)c1ccc(NC(=O)N2CCCCc3ccccc32)cc1
0%,O=C(Nc1ccccc1F)C1CCN(S(=O)(=O)c2ccc3c(c2)CCCN3C(=O)C2CCC2)CC1

# Following part.
KDM5B inh,Compound
14%,COC(=O)c1ccc(C2c3c(-c4cccc(OC)c4)n[nH]c(=O)c3Nc3nnnn32)cc1 (stereo not drawn)
-4%,O=C(NCCOc1ccccc1)[C@@H]1C[C@@H](c2ccc(F)cc2)N([S+](=O)([O-])c2cccnc2)C1
-11%,O=C(N[C@H]1CCOC[C@H]1C1CCOCC1)c1ccccc1-c1ccccc1
15%,Cc1cc(C)c(NC(=O)C(C)Oc2ccc(C#N)cc2)c(C)c1 (stereo not drawn)
0%,O=C(NCc1ccccc1Cl)C1CCCN1S(=O)(=O)c1ccccc1F (stereo not drawn)
8%,CCOc1ccccc1NC(=O)N(Cc1ccc(F)cc1)C1CCN(CC)CC1
-29%,COc1ccc(OC)c(NS(=O)(=O)c2ccc3c(c2)C(C)(C)C(=O)N3C)c1
u,COc1ccc(C2=C(O)C(=O)N(Cc3ccncc3)C2c2ccc(Br)cc2)cc1 (stereo not drawn)
u,COc1ccccc1/C=C/c1nc(C#N)c(N2CCCCCC2)o1
5%,COc1ccccc1C(=O)N1CCC2(CC1)NC(=O)N(Cc1ccc(F)cc1)C2=O
-4%,Fc1ccc(CNCc2ccc(-c3ccc(F)cc3)o2)cc1
-5%,COc1cc(NC(=O)c2cc3ccccc3oc2=O)cc(OC)c1OC
-7%,NS(=O)(=O)c1ccc(NNC(=O)c2ccc(NS(=O)(=O)c3cccs3)cc2)c([N+](=O)[O-])c1
35%[activator][115 µM],O=C(NCCc1ccc(Cl)cc1)C1=NOC2CN(C(=O)C3CC3)CC12 (stereo not drawn)
6%,CCOC(=O)/C(C#N)=C/c1c(N2CCN(c3ccc(OC)cc3)CC2)nc2c(C)cccn2c1=O
-4%,Cc1ccc(C(=O)NNC2=NC(C)(C)Cc3ccccc32)cc1
13%,CC(C)c1ccc(CNC(=O)[C@H]2CCC[C@H]2NC(=O)c2ccncc2)cc1
1%,CCS(=O)(=O)N1CCc2cc(C(=O)NCc3ccc(Cl)cc3)ccc21
i,N#Cc1nc(-c2ccc(S(=O)(=O)N3CCCC3)cc2)oc1NCCN1CCOCC1
-1%[115 µM],O=C(c1ccc(Cl)cc1)N1CC2(CCN(Cc3ccc(Cl)cc3)C2)Cc2ccccc21 (stereo not drawn)
u,CN(CCc1ccccn1)C(=O)CCC[C@@H]1[C@H]2CCCN3CCC[C@@H](CN1Cc1cccnc1)[C@@H]23
u,COc1ccc(CC(=O)N2CCCN(c3cc(-c4ccc(F)cc4)[nH]n3)CC2)cc1
6%,CN(C)c1nc(N)nc(COc2ccc(Cl)c3ccccc23)n1
-25%,COc1ccccc1NC(=O)C1CCN(C(=O)c2sc3nc[nH]c(=O)c3c2C)CC1
u,COc1ccccc1CNCc1ccco1
25µM*,CCc1noc(-c2ccn3c(CNC(=O)c4cc(C)ccc4C)nnc3c2)n1
4%,O=C(Nc1nc2c(s1)CCCCCC2)Nc1ccc(F)cc1F
28µM*,CN(C)C[C@@H]1CN(c2ncccn2)C[C@H]1NC(=O)c1ccnn1C
10%,COC(=O)C1CCN(C(=O)Cn2nc(-c3cccs3)c3ccccc3c2=O)CC1
u,CC(C)(Oc1ccc(Cl)cc1)C(=O)Nc1nc2ccc(S(C)(=O)=O)cc2s1

# KDM5B inh: entries above that show a hit.
KDM5B inh,Compound
28µM*,Cc1ccc(F)cc1-n1nc(-c2c(C)nc3scc(CC(=O)NCC(C)C)n3c2=O)cc1C
28µM*,CCn1c(CO)nnc1C1CC(NC(=O)c2[nH]c3ccc(OC)cc3c2C)C1 (stereo not drawn)
25µM*,CCc1noc(-c2ccn3c(CNC(=O)c4cc(C)ccc4C)nnc3c2)n1
28µM*,CN(C)C[C@@H]1CN(c2ncccn2)C[C@H]1NC(=O)c1ccnn1C

# The main list resumes with the 2 entries that preceded the break.
KDM5B inh,Compound
10%,COC(=O)C1CCN(C(=O)Cn2nc(-c3cccs3)c3ccccc3c2=O)CC1
u,CC(C)(Oc1ccc(Cl)cc1)C(=O)Nc1nc2ccc(S(C)(=O)=O)cc2s1
16%,O=C(NCCC1CCN(C(=O)Nc2cc(F)ccc2F)CC1)c1cccc(F)c1
-11%,CNC(=O)[C@@H]1C[C@@H](n2cc(C(C)(C)NC(=O)CC3CCCC3)nn2)CN1
-11%,Cc1ccc(CCNC(=O)C2CCCN(c3nc(C)nc4onc(C)c34)C2)cc1 (stereo not drawn)
1%,Cc1cccc(NC(=O)c2nc3ccccc3nc2Cl)c1C
-8%,Cc1ccccc1N1CCN(C2CCCN(C/C=C/c3ccc(F)cc3)C2)CC1 (stereo not drawn)
7%,CC(=O)c1ccc(N2CCN(S(=O)(=O)c3ccc4c(c3)CC(C)N4C(=O)C3CCC3)CC2)cc1 (stereo not drawn)
-7%,O=C(NNC(=O)c1cnccc1C(F)(F)F)c1ccccc1
-18%,N#C/C(=C/c1ccc(O)cc1)c1nc(-c2ccc(-c3ccccc3)cc2)cs1
u,O=C(NCCc1ccc(Cl)cc1)c1nc(-c2ccc(Cl)nc2)c2cnccn12
-25%,C=CCNC(=O)c1coc(COc2ccc3c(c2)C(c2ccc(C)cc2)N(C(=O)C2CC2)CC3)n1 (stereo not drawn)
-11%,C=CCNC(=S)Nc1ccc(Br)cc1
u,CCOc1ccc(N(CC)C(=O)c2noc3c2COc2ccc(C)cc2-3)cc1
u,O=C(NCCc1ccccn1)c1ccnc(-c2nnc3ccc(Nc4ccccc4)nn23)c1
40µM*,CN(C)Cc1cccc(-c2cc3c(ccn3Cc3ccncc3)c(N3CCOCC3)n2)c1
11%,COc1ccc(-n2nnnc2C2CCN(S(=O)(=O)c3ccccc3Cl)CC2)cc1
u,COc1ccc(-c2noc([C@@H]3Cc4nc[nH]c4CN3C(=O)c3cccs3)n2)cc1
25%,CCCNC(=O)NC(=O)COC(=O)c1ccc(-n2nc(C)cc2C)cc1
11%,COC(=O)C(C)N1C(=O)S/C(=C/c2cccs2)C1=O (stereo not drawn)
-20%,CCN(Cc1noc(C2CCC2)n1)C(=O)C1CCN(c2ccccc2)C1=O (stereo not drawn)
u,COc1ccc(Cn2cnc3c4cc(F)ccc4n(C)c3c2=O)cc1
u,O=C(c1ccc2nccn2c1)N1CCN(c2ncccn2)CC1
8%,Cc1ccc(C(=O)N2C(C(=O)NC(C)C)COC23CCN(C(=O)c2cccc([N+](=O)[O-])c2)CC3)cc1 (stereo not drawn)
-6%,CC(C)c1noc(-c2cn(C3CCN(C(=O)COc4ccccc4)CC3)nn2)n1
-2%,O=C(Nc1ccc(N2CCOCC2)cc1)c1cnccn1
6%[86.2 µM],CN1CCC(N2C[C@@H]3C[C@H]2C(=O)Nc2ccccc2O3)CC1
17%,COCc1nc(C2CCCN(C(=O)Cc3ccc(OC)cc3)C2)no1 (stereo not drawn)
11%,Cc1cccc(Cn2c(-n3nc(C)c(C)c3C)nc3c2c(=O)[nH]c(=O)n3C)c1
1%,CCOC(=O)c1c(S(=O)(=O)NCC(=O)NCc2ccccc2Cl)c(C)n(C)c1C
u,COc1cccc(-c2cn(C3CCN(C(=O)c4ccc(Cl)cc4)CC3)c(=O)[nH]2)c1

# Four entries from above in another layout.
molecule: C=CCNC(=O)c1coc(COc2ccc3c(c2)C(c2ccc(C)cc2)N(C(=O)C2CC2)CC3)n1 (stereo not drawn)
  KDM5B inh = -25%

molecule: COCc1nc(C2CCCN(C(=O)Cc3ccc(OC)cc3)C2)no1 (stereo not drawn)
  KDM5B inh = 17%

molecule: O=C(Nc1ccc(N2CCOCC2)cc1)c1cnccn1
  KDM5B inh = -2%

molecule: CCOc1ccc(N(CC)C(=O)c2noc3c2COc2ccc(C)cc2-3)cc1
  KDM5B inh = u
